Assay outcomes from PubChem.
MDM2 E3 inh: Mdm2 E3 ligase (human) inhibition | Q00987 | cell-based MDM2 ubiquitination luciferase reporter, 2 h; 0 = plate control, 100 = twice control, blank-subtracted | signal enhancement, % at 5 µM | 210,000 compounds, 0.11% hits | AID 1230;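 active means signal enhancement of 30% or more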;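 further: luminescence tracks abundance of the self-degrading MDM2-luciferase fusion protein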
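Material: Stable MDM2–luciferase fusion reporter cells | Amount: 2000 cells seeded into each well | Dosing: One concentration, 5 µM, with 0.2% DMSO | Incubation: 4 h cell settling then 2 h compound exposure, 37 °C | Measured by: Luciferase luminescence | Read-out basis: % enhancement relative to plate controls after blank subtraction | Benchmarks: Control and blank well means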
Runt-CBFb FRET: Runt domain-CBFb interaction inhibition | Cerulean-Runt/Venus-CBFb FRET ratio 530/480, 1 h | Q01196+Q13951 | 220,000 compounds, 0.46% hits | AID 1496 | inhibition, % at 20 µM;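 active means inhibition over about 50% at 20 µM in the single-dose screen, limit read from the data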;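 further: 0% = DMSO wells and 100% = excess unlabeled CBFb competitor control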
Target sequence (Q01196 whole entry, looked up, the tested form may be a part): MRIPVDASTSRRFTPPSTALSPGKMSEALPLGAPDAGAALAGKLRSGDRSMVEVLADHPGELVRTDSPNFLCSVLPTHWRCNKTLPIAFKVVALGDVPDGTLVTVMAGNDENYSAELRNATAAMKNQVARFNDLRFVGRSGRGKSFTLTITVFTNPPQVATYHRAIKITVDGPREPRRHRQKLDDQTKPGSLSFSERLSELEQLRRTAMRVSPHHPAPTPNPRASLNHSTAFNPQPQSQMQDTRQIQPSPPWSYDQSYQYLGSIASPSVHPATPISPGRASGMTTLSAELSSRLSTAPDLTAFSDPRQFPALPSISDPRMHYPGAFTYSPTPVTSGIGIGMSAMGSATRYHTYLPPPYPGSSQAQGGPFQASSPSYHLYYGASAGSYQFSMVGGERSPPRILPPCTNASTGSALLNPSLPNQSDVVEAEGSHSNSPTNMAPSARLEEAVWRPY
Target sequence (Q13951 whole entry, looked up, the tested form may be a part): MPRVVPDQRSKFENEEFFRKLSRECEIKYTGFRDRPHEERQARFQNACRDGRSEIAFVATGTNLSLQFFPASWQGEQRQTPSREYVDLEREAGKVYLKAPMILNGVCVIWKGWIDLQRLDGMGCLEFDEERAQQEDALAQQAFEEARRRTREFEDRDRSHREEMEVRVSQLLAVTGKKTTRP
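Assay system: Cerulean-Runt domain / Medium: Tris 50 mM pH 7.5, KCl, K2SO4, 0.01% BSA / Timing: protein complex preformed 1 h, compound exposure 1 h, room temperature, dark / Measured by: FRET, excitation 422 nm, emission at 530 and 480 nm / Evaluation: loss of energy transfer signal / Control set: 5 µM unlabeled CBFb as full-inhibition high control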
RBBP9 inh: human RBBP9 hydrolase inhibition; O75884; recombinant RBBP9, FP-Rh probe fluorescence polarization; inhibition, % at 7.94 µM; 220,000 compounds, 0.2% hits; AID 1515;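 active means inhibition above the campaign mean of all tested compounds plus 3 SD, cut at about 14% in these data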;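 further: plate controls were DMSO wells with RBBP9 for no effect and wells lacking RBBP9 protein for full effect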
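System: RBBP9 protein | Quantity: 2.5 µM RBBP9 dispensing solution, before mixing | Reagent: FP-Rh probe, 375 nM dispensing solution | Timing: Enzyme-compound preincubation 30 min, then probe labeling 45 min, 25 °C | Measured by: Fluorescence polarization | Read-out: % inhibition | Replication: One well per compound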
Hck Nef HTS: inhibitors of human Hck kinase activated by Nef | P08631 | Recombinant Hck-YEEI plus Nef, Z-Lyte FRET kinase assay | AID 463187 | 220,000 compounds, 0.68% hits | inhibition, % at 20 µM;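 active means Hck-Nef kinase inhibition above about 50%, limit read from the data; inactive means inhibition below that limit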;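 further: 0% = DMSO with Hck plus Nef and 100% = Hck alone without Nef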
NPY1 pot ag: human NPY-Y1 potentiation or agonism, primary screen; P25929; activation, % at 3.6 µM; 220,000 compounds, 0.37% hits; NPY-Y1 expressing cells, potentiator/agonist activation; in the data active means activation above about 33%, passing the limit was not always enough;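 further: cells stimulated with NPY at EC10 then isoproterenol at EC100; 0% = low agonist plus stimulus and 100% = saturating agonist plus stimulus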
Runt-SMMHC FRET: blocks binding of human RUNX1 Runt domain to CBFb-SMMHC. Q01196+Q13951. Cerulean-Runt/Venus-CBFb-SMMHC FRET ratio 530/480, 1 h. inhibition, % at 20 µM. 220,000 compounds, 0.74% hits. AID 1434;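 active means mean inhibition across duplicate retests at 20 µM reaching about 50%, limit read from the data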;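 further: 0% = DMSO wells and 100% = wells with excess untagged CBFb-SMMHC; inhibitors lower the FRET ratio by blocking Runt binding to CBFb-SMMHC; some results filed as inactive read as strong as hits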
p97 inhibitor: blocks human p97 ATPase activity. P55072. recombinant p97 ATPase, Kinase-Glo ATP luminescence, 3 h. inhibition, % at 8 µM. 220,000 compounds, 0.42% hits; in the data active means inhibition above about 15%;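 further: 0% = DMSO vehicle and 100% = wells lacking enzyme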
NPY Y1 blocker: NPY-Y1 (human) receptor antagonism | AID 1040 | inhibition, % at 3.6 µM | 200,000 compounds, 1% hits | HEK293-CNG Y1 cells, membrane potential fluorescence; NPY at EC95, then isoproterenol | P25929;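 active means inhibition above the campaign mean inhibition of all tested compounds plus 3 SD, cut at about 20% in these data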;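 further: 0% = DMSO wells given NPY plus isoproterenol and 100% = isoproterenol alone without NPY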
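Material: HEK293 Y1/CNG channel cell line; also added: NPY (25 nM), isoproterenol (1 µM), Ro 20-1724 (25 µM); doses: one concentration, 3.6 µM, in 0.4% DMSO; schedule: compound incubation 1 h at room temperature, readout 45 min post-stimulation; technique: membrane potential fluorescence; measure: fluorescence ratio normalized to % inhibition between controls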
NPY-Y2 PAM-ag: potentiates or activates human NPY-Y2 receptor. P49146. cells expressing NPY-Y2, potentiator/agonist read-out. activation, % at 3.6 µM. 220,000 compounds, 0.45% hits. AID 1359; in the data active means activation above about 27%;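 further: cells stimulated with NPY near EC25 plus isoproterenol at EC100; 0% = vehicle plus submaximal agonist and 100% = vehicle plus saturating agonist; some results beyond the cut were filed as inactive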
Target sequence (P49146 whole entry, looked up): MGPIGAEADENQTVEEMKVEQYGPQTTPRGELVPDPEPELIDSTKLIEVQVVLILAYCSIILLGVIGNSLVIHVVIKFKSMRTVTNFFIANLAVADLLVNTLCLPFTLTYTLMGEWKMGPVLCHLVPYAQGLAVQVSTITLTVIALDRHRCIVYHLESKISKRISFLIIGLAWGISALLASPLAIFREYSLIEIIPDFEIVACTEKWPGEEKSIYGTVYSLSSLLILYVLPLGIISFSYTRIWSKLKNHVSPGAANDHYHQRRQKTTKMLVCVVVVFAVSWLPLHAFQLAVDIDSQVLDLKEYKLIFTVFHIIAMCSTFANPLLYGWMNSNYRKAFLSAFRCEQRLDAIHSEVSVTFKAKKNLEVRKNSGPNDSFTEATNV
Starred values were filed as active, the others as inactive; x = no result given.

SMILES | MDM2 E3 inh | Runt-CBFb FRET | RBBP9 inh | Hck Nef HTS | NPY1 pot ag | Runt-SMMHC FRET | p97 inhibitor | NPY Y1 blocker | NPY-Y2 PAM-ag
O=C(CCN1CCN(c2ccccc2F)CC1)Nc1ccccc1F | 0.6 | -2.3 | -3.5 | 2.5 | -3.1 | 2.1 | -1.6 | 6.9 | -9.5
CCCCC(=O)NS(=O)(=O)c1ccc(N=NN2CCOCC2)cc1 | -6.9 | 1.9 | -8.6 | -0.3 | -19.3 | 3.8 | -5.1 | 6.4 | 0.9
CCCCSc1nnc(-c2ccc(C)cc2)o1 | -55.4 | -0.9 | -9.3 | 10.0 | -13.6 | -2.3 | -8.1 | 3.5 | -8.1
NC(=O)COC(=O)c1ccc(Cl)c(S(=O)(=O)N2CCCCCC2)c1 | -7.0 | 0.9 | -9.5 | 19.5 | -0.7 | -0.3 | 0.0 | 2.0 | -20.1
O=C1CCC(=O)N1c1ccc(CSc2nc3ccccc3[nH]2)cc1 | 2.3 | 0.5 | -8.6 | 0.2 | -5.5 | 3.7 | -1.4 | -0.4 | -7.4
N#Cc1cccc(NC(=S)Nc2ccccc2)c1 | -3.2 | 1.6 | -2.4 | -5.0 | -5.3 | 1.4 | -1.3 | 3.1 | -9.1
COc1ccc(CCN2C(=O)CC(C(N)=O)SC2=Nc2ccccc2)cc1 (centres undefined) | -9.6 | -2.4 | -6.3 | 10.3 | 3.2 | -0.5 | -8.6 | x | 5.7
O=C(NCC1CCCO1)C(=O)NCC(c1ccco1)N1CCN(c2ccccc2F)CC1 (centres undefined) | -8.5 | -4.4 | -3.1 | 3.1 | 23.9 | 2.6 | -2.6 | 8.9 | -2.5
Cc1cccc(OC(=O)CN2C(=O)C3C4CCC(C4)C3C2=O)c1C (centres undefined) | -12.2 | -0.2 | -4.0 | -1.9 | -4.5 | -0.2 | -8.7 | -7.3 | 5.6
O=C(CCCc1nc2ccccc2s1)NNC(=O)CCN1CCN(Cc2ccccc2)CC1 | -10.8 | -0.3 | 3.7 | 3.5 | 9.9 | -0.8 | 0.9 | 5.4 | -0.5
C#CCSc1nnc(-c2sc(-c3ccccc3)nc2C)n1C | 14.0 | -0.2 | -4.3 | 0.2 | -12.0 | 0.2 | -1.2 | -0.8 | -29.0
Cc1cc(C)n2cc(CSc3nnnn3-c3ccc(Cl)cc3)nc2n1 | -5.3 | 5.8 | -5.0 | -1.3 | -2.9 | -1.3 | 2.7 | -6.1 | 13.8
CCC(C)NC(=O)C1CCCN(C(=O)Nc2ccc(F)cc2)C1 (centres undefined) | 0.6 | -1.8 | -1.6 | 1.7 | 20.0 | 2.0 | 3.6 | 0.3 | -10.6
Cc1cc(C(=O)CSc2nnc(-c3cccc(F)c3)n2N)c(C)n1Cc1ccc2c(c1)OCO2 | -11.4 | 0.1 | -4.0 | 7.2 | 5.8 | -3.4 | 3.4 | 2.2 | -23.1
CN(Cc1ccccc1)C(=O)Cn1cccc1C(=O)c1ccccc1 | -11.9 | 0.6 | -2.4 | -15.4 | 5.8 | 2.8 | -4.5 | 2.5 | -11.7
CCOC(=O)c1ccc(S(=O)(=O)N2CCN(S(=O)(=O)CC)CC2)cc1 | -8.7 | 0.3 | 7.1 | 3.1 | 1.6 | 0.1 | 6.1 | -5.0 | 11.7
COc1ccc(C(=O)N2CCN=C2SC)cc1OC | 1.6 | -0.7 | -3.1 | -1.0 | 13.5 | -8.0 | 3.7 | -2.6 | -1.5
Cc1ccc(S(=O)(=O)N[C@H](C(=O)OCC(=O)N2N=C(c3ccc(Cl)cc3)CC2c2ccco2)C(C)C)cc1 (some centres undefined) | -13.0 | -5.1 | -1.4 | 1.6 | 23.7 | 8.2 | 7.2 | 3.9 | 10.4
COC(=O)c1sccc1NC(=S)N1CCN(c2ccc(F)cc2)CC1 | 5.7 | -1.0 | -7.5 | 3.3 | -22.8 | -0.6 | 1.1 | 7.0 | -7.9
Cc1ccc(C(=O)CNc2ccccc2C)cc1 | -5.3 | -0.1 | -2.2 | 0.6 | -2.6 | 0.6 | 2.9 | 1.7 | 8.6

Looked up above:
`CCC(C)NC(=O)C1CCCN(C(=O)Nc2ccc(F)cc2)C1` (centres undefined) – Runt-SMMHC FRET: 2.0
`Cc1ccc(S(=O)(=O)N[C@H](C(=O)OCC(=O)N2N=C(c3ccc(Cl)cc3)CC2c2ccco2)C(C)C)cc1` (some centres undefined) – p97 inhibitor: 7.2

Next section
SMILES | MDM2 E3 inh | Runt-CBFb FRET | RBBP9 inh | Hck Nef HTS | NPY1 pot ag | Runt-SMMHC FRET | p97 inhibitor | NPY Y1 blocker | NPY-Y2 PAM-ag
Cc1cccc(Nc2nnc(SCC(=O)NC3CCCc4ccccc43)s2)c1 (centres undefined) | x | -1.5 | -9.4 | -1.4 | -30.4 | 4.6 | -11.6 | 11.4 | -13.9
O=C(c1ccc(Br)o1)N1CCN=C1SCc1cccc(F)c1 | -16.3 | 1.6 | -8.2 | 0.1 | -17.2 | -0.2 | -1.6 | 19.7 | -1.4
C=CCNC(=O)c1ccc(Sc2ccccc2)c([N+](=O)[O-])c1 | -1.9 | -1.4 | -0.7 | 0.2 | -14.2 | 0.5 | 1.2 | 7.8 | -9.2
CC1Cc2ccccc2N1C(=O)c1nn(C)cc1Br (centres undefined) | 8.9 | -1.8 | -7.2 | 3.7 | 22.0 | 5.3 | 8.1 | -0.6 | -8.2
O=C(Nc1ccc(Cl)cc1)N1CCN(c2ncccn2)CC1 | -14.4 | -0.5 | -7.6 | 20.2 | 16.5 | -2.5 | -3.1 | 1.4 | 3.0
Cc1ccc(Oc2ccc(C(=O)NCc3ccncc3)cc2)cc1 | -21.7 | -8.1 | 4.1 | -10.5 | -6.8 | -0.8 | 1.5 | -1.6 | 16.2
C/C(=N/NC(=O)CNC(=O)C(c1ccccc1)c1ccccc1)c1ccco1 | -9.7 | -1.3 | 4.1 | 6.5 | 7.5 | -3.7 | 9.8 | x | -9.9
COc1ccc(/C=C/CN2CCN(Cc3cccc(OC)c3)C(CCO)C2)cc1 (centres undefined) | -44.1 | -0.6 | 3.9 | 16.7 | -2.0 | -0.7 | 1.3 | 10.8 | -3.2
CCCCNC(=O)CSc1nc(CCC)nc2ccccc12 | -5.6 | -1.6 | 0.6 | 2.6 | 12.4 | -3.6 | 0.6 | 6.5 | -1.6
COc1cc(NC(C)CCCN)c2ncccc2c1Oc1ccccc1 (centres undefined) | -14.8 | -0.1 | 0.9 | 4.3 | 3.6 | 3.3 | 2.0 | 4.7 | 8.7
Cc1[nH]n(-c2ccccc2)c(=O)c1C1(C(F)(F)F)C(=O)N(c2ccc(F)cc2)C2=C1C(=O)CC(C)(C)C2 (centres undefined) | -2.6 | -0.3 | -1.5 | -3.6 | 4.2 | -0.4 | 1.1 | -0.1 | -2.8
CC1=C(C)C(=O)NC(Nc2nc(C)c3cc(C)cc(C)c3n2)N1 (centres undefined) | x | x | -9.8 | 1.0 | -14.6 | x | 0.0 | -1.1 | 1.3
O=C(Cc1ccc(Cl)cc1)Nc1cc(S(=O)(=O)N2CCOCC2)ccc1N1CCCC1 | -22.2 | -4.0 | -6.6 | 22.4 | -11.9 | -4.3 | 1.2 | -1.4 | -0.3
CC(C)C(NC(=O)/C=C/c1cccc([N+](=O)[O-])c1)C(C)C | -1.8 | -1.9 | 5.3 | 2.7 | 13.5 | 5.1 | 2.5 | -1.1 | 2.7
CCOc1ccc(OCCSc2nnnn2-c2ccccc2)cc1 | -14.2 | -2.0 | -6.6 | -19.8 | -26.6 | -2.6 | -6.2 | 8.6 | -24.5
CCN(CC)S(=O)(=O)c1cc(C(=O)NCCN2CCOCC2)ccc1Cl | 6.2 | -1.4 | -3.4 | 14.9 | -10.4 | -2.5 | -3.7 | -1.7 | -3.8
Cc1ccc(CNC(=O)C2CCCN(S(=O)(=O)c3cccnc3)C2)cc1 (centres undefined) | -10.4 | -2.4 | -4.9 | 0.2 | 25.4 | -0.2 | 0.8 | -4.5 | 10.8
Cc1cc(=O)oc2cc(NC(=O)c3cc([N+](=O)[O-])ccc3N3CCOCC3)ccc12 | -24.9 | 3.2 | -0.6 | 22.6 | -5.4 | -1.1 | 0.2 | -4.0 | 7.3
COCCn1c(C)cc(C(=O)CSc2cc(C)c3ccc(OC)cc3n2)c1C | -4.9 | 2.0 | -8.7 | -0.2 | -4.5 | 8.3 | -1.4 | -1.4 | 8.0
CSc1nc(C)cc(SCC(=O)N/N=C/c2ccccc2)n1 | 13.7 | -2.1 | -7.7 | 2.7 | 6.9 | -3.7 | 4.0 | 2.6 | 8.5
N#C/C(=C/c1cn(CC(=O)O)c2ccccc12)c1ccc(F)cc1 | -5.4 | -4.1 | -3.3 | -2.7 | 0.2 | -3.9 | 5.2 | 1.8 | -7.1
Cc1ccc(/C(C#N)=C\c2ccc(N3CCOCC3)o2)cc1 | 10.6 | 15.8 | 3.8 | 0.8 | -1.2 | 6.7 | 2.2 | 6.8 | -4.4
COC(=O)c1ccccc1NC(=O)Cn1ccnc1 | -10.2 | -0.6 | -3.7 | -0.6 | -5.0 | -5.7 | 2.3 | 8.3 | 0.0
CN(C)S(=O)(=O)Oc1ccsc1C(=O)Nc1ccccc1Cl | 2.6 | -1.8 | 5.4 | 1.8 | 19.4 | -3.9 | 1.2 | -3.1 | 11.1
COc1ccccc1NC(=O)COC(=O)/C=C/c1ccccc1[N+](=O)[O-] | -6.1 | 0.6 | -0.8 | 1.6 | -2.0 | 1.4 | -1.4 | 6.6 | -16.9
COc1cccc(C2C3=C(N=C4SCC(=O)N42)c2ccccc2CC3)c1OC (centres undefined) | -4.5 | 3.6 | -9.6 | 0.7 | 7.4 | 1.1 | -1.0 | 13.4 | -1.9
CC(=O)Oc1ccc2c(=O)c(Oc3ccccc3)c(C)oc2c1OC(C)=O | -1.7 | 16.4 | -15.3 | 3.9 | -6.4 | 31.3 | 5.9 | -2.5 | -1.2
COc1cc([N+](=O)[O-])ccc1NC(=O)CCCOc1ccc(C)cc1 | -4.9 | -3.9 | 7.3 | -2.0 | -30.6 | -1.5 | -1.2 | 15.4 | -22.9
Cc1cc(/C=N/O)c(C)n1-c1ccccc1 | -3.3 | 1.2 | -10.8 | 0.4 | -25.6 | 0.1 | 0.6 | 9.9 | -6.9
